Screening data deposited in PubChem by National Center for Advancing Translational Sciences (NCATS).
TDP1 cell noCPT = qHTS for Inhibitors of human tyrosyl-DNA phosphodiesterase 1 (TDP1): qHTS in cells in absence of CPT. Potency, µM (top dose mostly 46.2 µM), for inactives: top-dose activity change, negative = growth inhibition, usual class: inhibitors. 15% of 420,000 active. DT40 Tdp1-/- hTDP1 cells, no CPT, ATP luminescence, 48 h; further: nearly all actives have a fitted effect of over 55% in size
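DT40 Tdp1-/-;hTDP1 cells, no CPT (DMSO vehicle only), 400 cells/well; compounds pin-transferred; ≥48 hr, 37 °C; CellTiter-Glo 30 min RT dark, luminescence read.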
TDP1 inh = blocks human tyrosyl-DNA phosphodiesterase 1 | recombinant TDP1, AlphaScreen DNA substrate cleavage | Potency, µM (doses to about 130 µM), inactives show top-dose activity change, negative = inhibition, usual class: inhibitors | 0.28% of 350,000 active | AID 485290; further: nearly all actives have a fitted effect of over 40% in size
Target sequence (Q9NUW8 whole entry, looked up): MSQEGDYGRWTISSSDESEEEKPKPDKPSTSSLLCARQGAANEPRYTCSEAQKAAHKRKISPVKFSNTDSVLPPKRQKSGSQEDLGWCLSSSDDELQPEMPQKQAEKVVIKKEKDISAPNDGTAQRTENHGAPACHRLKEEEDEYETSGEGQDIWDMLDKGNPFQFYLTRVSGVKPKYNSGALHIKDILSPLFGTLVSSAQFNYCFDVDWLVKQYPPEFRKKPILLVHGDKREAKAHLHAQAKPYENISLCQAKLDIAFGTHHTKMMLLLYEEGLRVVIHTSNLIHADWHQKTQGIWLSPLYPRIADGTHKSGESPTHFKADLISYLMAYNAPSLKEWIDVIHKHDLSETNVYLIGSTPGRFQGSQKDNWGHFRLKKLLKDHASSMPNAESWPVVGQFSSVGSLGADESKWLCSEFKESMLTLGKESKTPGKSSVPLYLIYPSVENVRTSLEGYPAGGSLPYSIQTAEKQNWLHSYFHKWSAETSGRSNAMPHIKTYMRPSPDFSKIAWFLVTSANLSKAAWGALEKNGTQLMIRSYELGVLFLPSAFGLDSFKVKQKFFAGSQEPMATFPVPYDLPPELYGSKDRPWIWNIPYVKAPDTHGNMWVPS
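Recombinant E. coli-expressed Tdp1 (1 nM) preincubated with compound 15 min at RT, then 5'-biotin/3'-phosphotyrosine-FITC DNA substrate (15 nM) added for 5 min. AlphaScreen beads (10 ug/ml) added, 10 min RT; tyrosine-FITC cleavage read as signal loss.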
N370S GC = N370S glucocerebrosidase modulation, Gaucher chaperone candidate; 0.092% of 330,000 active; N370S GC spleen homogenate, 4MU-glucoside fluorescence; Potency, µM (series often up to 59.4 µM), for inactives: top-dose activity change, negative = inhibition, actives largely listed as inhibitors; AID 2101;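 further: 0% = full enzyme activity and -100% = no enzyme basal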
Starred values were filed as active, the others as inactive; ? = inconclusive; · = not tested or not shown; & = joins results of further samples; [ ] = remark or other dose. The call rests on the fitted dose curve; in most records, active means well fitted curve in the direction sought with a large enough effect; inconclusive means small, poorly fitted or top-dose-only effect, or another doubt; inactive means no such curve, though single readings can be large; an effect the other way counts as inactive or inconclusive. Unless noted, on the % scale 0 is the no-effect control and ±100 the full control effect; potency means the concentration at half of the fitted maximal effect.

SMILES	TDP1 cell noCPT	TDP1 inh	N370S GC
CCN(CC)CCn1c(SCC(=O)Nc2ccc(F)cc2)nc2c(sc3ccccc32)c1=O	·	-2%	-3%
Cc1ccc(CN2CCCn3nc(C(=O)NCCc4ccccc4Cl)cc3C2=O)cc1	16µM*	1%	·
CCc1ccc(S(=O)(=O)NC2CCCCNC2=O)cc1 (configuration not stated)	-8%	·	-4%
COC(=O)CS(=O)(=O)c1ccsc1C(=O)Nc1ccc(F)cc1	-9%	2%	-18%
CCC1CCCCN1S(=O)(=O)c1ccc(NC(=O)c2cc(=O)c3c(C)cc(C)cc3o2)cc1 (configuration not stated)	15µM*	-2%	·
CC(=O)c1c(O)cccc1O	·	-2%	-8%
COc1ccc(CCNC(=O)CCC(=O)N2CCOc3ccccc32)cc1OC	-27%	·	-1%
Cc1ccc(-c2nnc(SCC(=O)NC3CCCC3)nc2-c2ccc(C)cc2)cc1	13µM*	0%	·
O=C(COC(=O)c1ccc(Br)cc1)NCCc1ccccc1	-21%	3%	2%
O=C(N/N=C/c1cnc(N2CCOCC2)s1)c1ccccc1	-4%	8%	-5%
Cc1cc(NC(=O)C(C)SCC(=O)OC(C)C(=O)Nc2ccccc2C)no1 (configuration not stated)	16%	2%	-1%
Cc1nnc(NC(=O)CSc2nnc(C(C)NC(=O)c3ccccc3F)n2C)s1 (configuration not stated)	18%	1%	-17%
Cc1ccc(NC(=O)CN(C)C(=O)c2cccc(S(=O)(=O)NCc3cccs3)c2)cc1	-5%	1%	·
O=C1NC(c2ccccc2)C(C(=O)c2cccs2)C(O)(C(F)(F)F)N1 (configuration not stated)	-9%	2%	11%
Cc1ccc(N2C(=O)C(NC(=O)c3c(F)cccc3F)(C(F)(F)F)C3=C2CC(C)(C)CC3=O)cc1 (configuration not stated)	-6%	4%	-1%
O=C(COC(=O)CCOc1ccccc1)Nc1ncc(Cl)cc1Cl	14%	5%	9%
COc1ccc(CNC(=O)C2CCCN(c3nc4ccccc4o3)C2)c(OC)c1 (configuration not stated)	-11%	6%	5%
CCCCOc1ccc(CCC(=O)N/N=C/c2ccco2)cc1	?	3%	8%
Nc1nnn(CC(=O)N/N=C/c2ccc(Cl)cc2Cl)n1	-5%	0%	-12%
COc1cccc(NC(=O)CSC2=Nc3ccccc3C3=NC(CC(=O)NC4CCCCC4)C(=O)N23)c1 (configuration not stated)	?	0%	·
Cc1ccc(NC(=O)CN2C(=O)NC(Cc3c[nH]c4ccccc34)C2=O)cc1 (configuration not stated)	-29%	5%	·
Cc1cc(C)c(C)c(S(=O)(=O)NC(C(=O)NCCc2ccco2)C(C)C)c1C (configuration not stated)	-22%	1%	·
N#C/C(=C\c1ccc(OCC(N)=O)cc1)c1ccccc1	-25%	1%	6%
Cc1ccc2c(COC(=O)CNS(=O)(=O)c3ccccc3)cc(=O)oc2c1	1%	1%	·
O=C(N/N=C/c1ccc(-c2ccc([N+](=O)[O-])cc2)o1)C(O)c1ccccc1 (configuration not stated)	?	4%	-6%
CCCOc1nc2c(c(=O)n(C)c(=O)n2C)n1Cc1cccc2ccccc12	6.5µM*	2%	21%
CCCc1cc(=O)[nH]c(SCCCCN2C(=O)c3ccccc3C2=O)n1	-20%	8%	1%
CCOc1ccccc1N(C)C(=O)Cn1nc(Cc2ccncc2)c2ccccc2c1=O	?	4%	·
O=C1CCCN1CCCNS(=O)(=O)c1cccs1	24%	1%	·
CNC(=S)Nc1ccc(N2CCCC2)c(S(=O)(=O)Nc2ccc(OC)cc2)c1	?	5%	·
CCOC(=O)CN(C)Cc1c[nH]c2ccccc12	·	-2%	1%
C=CCN(c1ccccc1)S(=O)(=O)c1cccc(C(=O)OCC(=O)NC2CC2)c1	2%	4%	-3%
COc1ccccc1C(=O)NC(=O)COC(=O)c1ccc(NC(=O)CC#N)cc1	0%	-5%[0.505 µM]	-8%
Cc1ccc(NS(=O)(=O)c2ccc(-n3cccn3)cc2)c(Br)c1	16µM*	0%	·
COc1cc(OC)c(C2CC(=O)N3CN(C)CSC3=C2C#N)cc1OC (configuration not stated)	-21%	1%	3%
Cc1cc(-c2nc(-c3ccncc3)no2)ccc1[N+](=O)[O-]	?	·	1%
O=C(NC1CCCc2ccccc21)C1CCN(c2c3c(nc4ncnn24)CCC3)CC1 (configuration not stated)	?	9%	0%
O=C(Nc1ccc(S(=O)(=O)N2CCCCCC2)cc1)c1ccco1	-22%	1%	-2%
Cc1ccc(S(=O)(=O)NC(C)(C)CSc2ccccn2)cc1	?	-1%	-10%
O=C(c1ccc(-n2cccn2)cc1)N1CCc2ccccc2C1	?	·	1%
CC(NC(=O)CN(C)CC(=O)Nc1ccc(Cl)c(C(F)(F)F)c1)c1ccccc1 (configuration not stated)	23µM*	·	-7%
CC1CN(S(=O)(=O)c2csc(C(=O)Nc3ccccc3)c2)CC(C)O1 (configuration not stated)	?	5%	-12%
COc1ccc(C)cc1NC(=O)CCCN1C(=O)CCC1=O	7%	-4%	2%
Cc1ccn(C(C)CC(=O)Nc2ccc(-c3ccno3)cc2)n1 (configuration not stated)	9%	4%	0%
COC(=O)c1c(-c2ccccc2OC)sc2ccccc12	?	-16%	·
COc1ccccc1CNC(=O)C/C(C)=N/NC(=O)Cc1ccc(Cl)cc1	-1%	7%	3%
CCOc1cc(C(=O)Nc2cc3c(cc2N2CCCC2)n(C)c(=O)c(=O)n3C)cc(OCC)c1OCC	-24%	-10%	·
CC(=O)C1=C(C)Nc2ncnn2C1c1ccccc1OCc1ccccc1 (configuration not stated)	-44%	4%	5%
Cc1ccc(C)c(N2CC(O)(c3cccs3)[N+]3=C2CCCC3)c1 (configuration not stated)	-6%	1%	3%
CCOC(=O)C1=C(O)C(=O)N(Cc2cccnc2)C1c1ccc(C)cc1 (configuration not stated)	-18%	8%	20%

(more compounds)
SMILES	TDP1 cell noCPT	TDP1 inh	N370S GC
COc1ccc2c(c1)CCCN2C(N)=O	-3%	0%	6%
CCCS(=O)(=O)c1ccc(COC(=O)Cc2ccc([N+](=O)[O-])cc2)cc1	?	·	-7%
O=C(O)c1ccc(/C=N/Nc2nc3ccccc3[nH]2)cc1	6%	0%	-8%
O=C(CCN1C(=O)c2ccccc2C1=O)NNC(=O)c1ccc(Cl)cc1Cl	11%	0%	-6%
Cc1cccc(C)c1OCC(=O)Nc1nonc1-c1ccc(Br)cc1	?	6%	·
CCCn1c(=O)c2ccccc2n2c(SCC(=O)N3CCc4ccccc4C3)nnc12	?	1%	-2%
COc1ccc(SCCN2CC[C@@H](C)CCC2=O)cc1	?	0%	·
CCCc1cc(C(=O)Nc2c(C)nn(Cc3ccc(Cl)c(Cl)c3)c2C)no1	26µM*	-2%	·
COc1ccc(Cl)cc1NC(=O)NCc1ccco1	-25%	0%	-10%
CC1=CCC2C(=O)N(c3cccc(C(=O)NC(C)c4ccccc4)c3)C(=O)C2C1 (configuration not stated)	7%	·	-19%
Cc1cc(C(=O)N/N=C/c2cn[nH]c2-c2ccccc2)cs1	-2%	4%	-3%
c1ccc(-n2cnnc2SCc2cn3ccsc3n2)cc1	-18%	-2%	-1%
CCOc1ccccc1NC(=O)c1ccc2oc(=O)c(S(=O)(=O)c3ccc(F)cc3)cc2c1	-19%	-2%	·
COc1ccc(NC(=O)Nc2ccc3c(c2)C(=O)N([C@@H](C)CO)C[C@@H](C)[C@@H](CN(C)S(=O)(=O)c2cccs2)O3)cc1	?	3%	·
O=C(CSc1nnc(-c2ccco2)n1CC1CCCO1)NC1CCCC1 (configuration not stated)	11%	3%	0%
Cc1ccc(NC(=O)Cn2cnc3ccccc32)cc1C	?	2%	11%
CSc1ccc(-c2nc3cccc(C)n3c2Nc2ccc3c(c2)OCO3)cc1	18µM*	12%	·
Cc1noc(C)c1-c1nc(CS(=O)(=O)c2ccccc2)no1	-7%	1%	-1%
C=C(C)CSc1ncc(-c2cccc(C(F)(F)F)c2)cn1	-12%	0%	17%
O/N=C/CCn1c(=S)sc2ccccc21	-25%	7%	9%
Cc1cccc(OCCn2c(-c3ccco3)nc3ccccc32)c1	?	6%	?
CC(NCC(=O)Nc1ccccc1C(=O)NC1CC1)c1ccc(S(C)(=O)=O)cc1 (configuration not stated)	-22%	0%	·
CC(=O)Nc1ccccc1-c1nc2ccccc2n(CC(=O)Nc2cccc(C)c2C)c1=O	-8%	11%	·
CC(=O)N1CCc2cc(S(=O)(=O)NC(CC(C)C)C(=O)Nc3ccc(C(C)C)cc3)ccc21 (configuration not stated)	?	5%	·
Cc1ccc(C)c(NC(=S)N/N=C2\CCc3ccccc32)c1	21µM*	9%	-10%
Cc1c(N=C2Nc3cccc4cccc2c34)c(=O)n(-c2ccccc2)n1C	?	1%	-13%
Cc1ccccc1NC(=S)N1CCCC1	-16%	1%	2%
O=C(CNc1ccc2ccccc2c1)N/N=C/c1cc2ccccc2nc1Cl	?	13%	-4%
CCN1CCN(Cc2ccc(NC(=O)Nc3ccccc3OC)cc2)CC1	0%	7%	-9%
COc1ccc(/C(C)=N/N=C2/NC(=O)CC(C(=O)O)S2)cc1F (configuration not stated)	25%	·	-14%

Reformatted with two lines to a compound: 13 of the compounds above.
The line under a structure holds: TDP1 cell noCPT	TDP1 inh	N370S GC
O=C(CSc1nnc(-c2ccco2)n1CC1CCCO1)NC1CCCC1 (configuration not stated)
→ 11%	3%	0%
Cc1ccc(NC(=O)Cn2cnc3ccccc32)cc1C
→ ?	2%	11%
CSc1ccc(-c2nc3cccc(C)n3c2Nc2ccc3c(c2)OCO3)cc1
→ 18µM*	12%	·
Cc1noc(C)c1-c1nc(CS(=O)(=O)c2ccccc2)no1
→ -7%	1%	-1%
C=C(C)CSc1ncc(-c2cccc(C(F)(F)F)c2)cn1
→ -12%	0%	17%
O/N=C/CCn1c(=S)sc2ccccc21
→ -25%	7%	9%
Cc1cccc(OCCn2c(-c3ccco3)nc3ccccc32)c1
→ ?	6%	?
CC(NCC(=O)Nc1ccccc1C(=O)NC1CC1)c1ccc(S(C)(=O)=O)cc1 (configuration not stated)
→ -22%	0%	·
CC(=O)Nc1ccccc1-c1nc2ccccc2n(CC(=O)Nc2cccc(C)c2C)c1=O
→ -8%	11%	·
CC(=O)N1CCc2cc(S(=O)(=O)NC(CC(C)C)C(=O)Nc3ccc(C(C)C)cc3)ccc21 (configuration not stated)
→ ?	5%	·
Cc1ccc(C)c(NC(=S)N/N=C2\CCc3ccccc32)c1
→ 21µM*	9%	-10%
Cc1c(N=C2Nc3cccc4cccc2c34)c(=O)n(-c2ccccc2)n1C
→ ?	1%	-13%
Cc1ccccc1NC(=S)N1CCCC1
→ -16%	1%	2%

The list goes on.
SMILES	TDP1 cell noCPT	TDP1 inh	N370S GC
COc1ccccc1OCCC(=O)OCC(=O)Nc1cc(S(=O)(=O)N(C)C)ccc1Cl	?	-3%	-5%
O=C(COC(=O)c1ccc2ccccc2n1)Nc1cccc(S(=O)(=O)NC2=NCCCCC2)c1	-13%	1%	-2%
COc1ccc(CN(C)CC(=O)N2CCc3ccccc3C2)cc1	?	-3%	1%
O=C(CN(C1CCCCC1)S(=O)(=O)c1ccccc1)NCc1ccco1	-1%	2%	14%
COc1cccc(N2CCN(S(=O)(=O)c3cn(C)c(C)n3)CC2)c1	-3%	3%	·
Cc1cc(-c2n[nH]c(=S)n2/N=C/C(Br)=C/c2ccccc2)n[nH]1	2.1µM*	6%	12%
CCN(CC)C(=O)Cn1c(=O)n(-c2ccccc2)c(=O)n1CC(=O)N(CC)CC	-13%	0%	11%
O=C1C(=O)N(Cc2ccco2)C(c2cccs2)/C1=C(\O)c1cccc([N+](=O)[O-])c1 (configuration not stated)	-1%	·	-10%
O=C(NC1=NCCS1)c1nc(-c2ccccc2)n(-c2ccccc2)n1	?	9%	-2%
COC(=O)[C@@]1(Cc2ccccc2)[C@H]2C(=O)N(C)C(=O)[C@H]2[C@H]2CN=C(SCc3ccc(C)cc3)N21	16µM*	1%[56.1 µM]	·
O=S(=O)(c1cccc(-c2cn3cc(Cl)ccc3n2)c1)N1CCOCC1	-30%	0%	-3%
c1ccc(N=Nc2cn[nH]c2-c2ccco2)cc1	-14%	3%	-1%
COc1ccc(OC)c(S(=O)(=O)Nc2ccc3c(c2)n(C)c(=O)n3C)c1	?	8%&5%	-9%
Cc1cc(NC(=S)Nc2cccnc2)ccc1Br	-28%	3%	-1%
COc1ccc(C(C2C(=O)CC(C)(C)CC2=O)C2C(=O)CC(C)(C)CC2=O)cc1CO	7%	·	-6%
O=C(N[C@@H](Cc1ccccc1)C(=O)OCC(=O)N1CCOCC1)c1cccs1	18%	1%	16%
COc1ccc(Cl)cc1NC(=S)NCc1ccco1	12%	5%	10%
Cc1cccc(N2CCN(C(=O)COc3ccc4c(c3)CCC4)CC2C)c1 (configuration not stated)	?	3%	·
CCOC(=O)C1=C(COC(=O)c2cccc(Br)c2)NC(=O)NC1C (configuration not stated)	0%	·	4%

These rows are one share of the data, so the mix of outcomes need not match the whole.
